Source: PubChem BioAssay
DNMT1 inh – human DNMT1 methyltransferase inhibitors, primary screen, biochemical, molecular beacon, fluorescence, HinP1I cleavage, uHTS; inhibition (reported as % activation of signal), % at 10 µM; AID 588458, 2011; hit rate 0.83% among 360,000; DNA (cytosine-5)-methyltransferase 1 (Homo sapiens), P26358; in the data active = inhibition above about 50%
NadD inh – inhibitors of S. aureus NadD, primary screen, biochemical, colorimetric, uHTS; Nicotinate-nucleotide adenylyltransferase NadD (Staphylococcus aureus N315); inhibition, % at 20 µM; hit rate 0.78% among 360,000; purified NadD enzyme, colorimetric absorbance read-out; in the data active = inhibition above about 26%; also: some compounds past the cut are filed as inactive
Neddyl block – inhibitors of cullin neddylation, primary screen, biochemical, TR-FRET, uHTS, NAE and Ubc12. calls only at 25 µM. hit rate 0.58% among 360,000; in the data active = inhibition above about 36%
Target sequence (P61081 whole entry, looked up): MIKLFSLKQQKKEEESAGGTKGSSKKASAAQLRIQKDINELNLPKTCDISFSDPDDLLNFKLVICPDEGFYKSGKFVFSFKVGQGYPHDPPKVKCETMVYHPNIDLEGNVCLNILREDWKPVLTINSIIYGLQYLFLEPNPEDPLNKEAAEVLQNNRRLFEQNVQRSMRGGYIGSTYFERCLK
Target sequence (Q13564 whole entry, looked up): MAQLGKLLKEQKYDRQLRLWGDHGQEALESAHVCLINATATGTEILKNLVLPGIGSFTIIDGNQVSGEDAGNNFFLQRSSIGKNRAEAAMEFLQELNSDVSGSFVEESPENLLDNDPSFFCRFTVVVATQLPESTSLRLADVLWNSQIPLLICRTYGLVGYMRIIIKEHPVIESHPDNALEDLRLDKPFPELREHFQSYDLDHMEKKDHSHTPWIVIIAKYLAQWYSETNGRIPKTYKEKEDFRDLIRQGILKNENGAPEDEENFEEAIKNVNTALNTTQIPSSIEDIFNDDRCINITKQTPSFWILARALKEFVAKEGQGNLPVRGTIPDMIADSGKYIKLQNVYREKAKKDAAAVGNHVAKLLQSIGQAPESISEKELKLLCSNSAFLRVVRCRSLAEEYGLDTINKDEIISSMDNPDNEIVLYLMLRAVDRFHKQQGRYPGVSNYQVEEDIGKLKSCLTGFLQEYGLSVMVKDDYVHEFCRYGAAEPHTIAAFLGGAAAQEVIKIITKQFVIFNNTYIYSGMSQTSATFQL
STEP inh – STEP phosphatase inhibitors, primary screen, biochemical, fluorescence intensity, uHTS; inhibition, % at 20 µM; recombinant STEP, OMFP fluorogenic substrate; hit rate 0.25% among 360,000;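 active = inhibition at 20 µM, scaled per plate between control wells, above about 37%, limit read from the data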;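 also: 0% = DMSO with enzyme and substrate and 100% = substrate only without enzyme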
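System: STEP (striatal-enriched tyrosine phosphatase) enzyme, cell-free; medium: Bis-Tris pH 6.0 buffer with DTT, detergent; dosing: 20 µM, 1% DMSO; times: reaction 20 min, ambient temperature; detection: fluorescence, 480/540 nm; read-out basis: normalized % inhibition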
Scp1 inh – Scp-1 phosphatase inhibitors, primary screen, biochemical, colorimetric, uHTS; Carboxy-terminal domain RNA polymerase II polypeptide A small phosphatase 1 (Homo …; Recombinant Scp1, phosphopeptide, malachite green phosphate absorbance; inhibition, % at 20 µM; hit rate 0.88% among 340,000; AID 493091, 2011;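 active = inhibition above about 50% at 20 µM, limit read from the data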;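 also: plate controls were DMSO wells with enzyme for no effect and wells lacking enzyme for full effect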
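System: truncated SCP-1 phosphatase (76-261aa); medium: Tris acetate buffer pH 5.5 with MgCl2 and Tween-20; incubation: 45 min room-temperature reaction, 5 min colour, 30 min stabiliser; compound: single 20 µM dose, 1% DMSO; reagent: Phosphorylated 17-residue peptide substrate; read-out: % inhibition at 20 µM; technique: colorimetric free-phosphate detection, absorbance 630 nm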
LMPTP inh – LMPTP phosphatase inhibitors, primary screen, biochemical, fluorescence intensity, uHTS | Low molecular weight phosphotyrosine protein phosphatase (Homo sapiens), P24666 | recombinant LMPTP-A, OMFP fluorogenic substrate | inhibition, % at 20 µM | hit rate 0.22% among 360,000;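 active = compounds that cut the enzyme signal by at least half of the control window in the single-dose screen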;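 also: plate controls were DMSO wells with enzyme plus substrate for no effect and substrate without enzyme for full effect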
Target sequence (P24666 whole entry, looked up): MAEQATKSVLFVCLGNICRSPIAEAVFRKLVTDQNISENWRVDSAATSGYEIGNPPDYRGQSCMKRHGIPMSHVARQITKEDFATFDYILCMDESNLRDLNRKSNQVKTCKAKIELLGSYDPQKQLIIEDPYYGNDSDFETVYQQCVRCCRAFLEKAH
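material = LMPTP-A | quantity = 0.625 nM enzyme | reagent = OMFP substrate, 400 µM final | buffer or medium = Bis-Tris pH 6.0, DTT, detergent | detection = endpoint fluorescence intensity from OMFP dephosphorylation | dosing = single 20 µM dose | read-out basis = % inhibition relative to no-enzyme and uninhibited control wells | control set = no-enzyme and uninhibited controls | timing = 50 min at room temperature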
TbMetRS inhib – T. brucei MetRS inhibitors, primary screen, biochemical, luminescence. methionyl-tRNA synthetase (Trypanosoma brucei brucei). purified T. brucei MetRS, ATP depletion, Kinase-Glo luminescence. inhibition, % at 11.9 µM. hit rate 0.4% among 360,000;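 active = inhibition above a per-plate cutoff of the control wells' mean inhibition plus 3 SD, cut at about 5.5% in these data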;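 also: 0% = DMSO wells median and 100% = median of wells with control inhibitor compound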
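Material – parasite MetRS enzyme · Medium – HEPES-MgCl2-KCl buffer plus DTT, spermine, BSA, pyrophosphatase · Reagent – ATP, methionine and E. coli bulk tRNA substrates · Times – 15 min enzyme-compound preincubation, 2 h reaction, 10 min detection, 25 °C · Measured by – luminescence of leftover ATP · Evaluation – percent inhibition relative to median high and low control wells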
CendR NRP1 mod – modulators of CendR peptide binding to NRP-1, primary screen, biochemical, fluorescence polarization, uHTS | Neuropilin-1 (Homo sapiens), O14786 | FAM-RPARPAR peptide binding to NRP-1 | inhibition, % at 25 µM | hit rate 0.85% among 360,000 | AID 602438, 2012;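 active = inhibition or corrected inhibition above about 18%, plus a signal ratio from 0.5 to 1.5, limit read from the data, passing the limit was not always enough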; also: strong numbers were not always called active
SUMO1-SIM PPI – modulators of SUMO1 protein-protein interactions, primary screen, biochemical, uHTS; Small ubiquitin-related modifier 1 (Homo sapiens), P63165; SUMO1 binding to a labelled peptide, TR-FRET, 1 h; inhibition, % at 20 µM; hit rate 0.33% among 360,000; in the data active = inhibition above about 37%
Target sequence (P63165 whole entry, looked up): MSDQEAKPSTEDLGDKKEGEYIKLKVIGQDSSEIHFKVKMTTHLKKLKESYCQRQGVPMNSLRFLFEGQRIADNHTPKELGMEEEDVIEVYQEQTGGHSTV
SKN-1 block – suppressors of acrylamide-induced Pgst-4::GFP reporter in worms, primary screen, SKN-1 inhibitor project, whole organism, uHTS, GFP/RFP fluorescence ratio, strain VP596. C. elegans VP596 Pgst-4::GFP/RFP ratio, 24 h. inhibition, % at 21.8 µM. hit rate 0.49% among 360,000;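 active = interference check ratio from 0.5 to 1.5 plus GFP to RFP signal ratio inhibition reaching or exceeding a fixed threshold, cut at about 30% in these data, passing the limit was not always enough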; also: some compounds called inactive have numbers as strong as hits
* hit, by the source's call.

COc1ccc(N2CCN(C(=O)C3CCC(Cn4c(=S)[nH]c5ccccc5c4=O)CC3)CC2)cc1 (centres undefined) was read as DNMT1 inh -10, NadD inh 10, Neddyl block inactive, STEP inh -2, Scp1 inh -1, LMPTP inh 1.5, TbMetRS inhib -0.9, CendR NRP1 mod -11, SUMO1-SIM PPI 2 and SKN-1 block -1.
For Cc1nc([N+](=O)[O-])cn1CC(O)c1ccccc1 (centres undefined) the results were DNMT1 inh 1, NadD inh 2, Neddyl block inactive, STEP inh -3, Scp1 inh -10, LMPTP inh -2.8, TbMetRS inhib 0.7, CendR NRP1 mod 0, SUMO1-SIM PPI -8 and SKN-1 block 13.
Screening O=C(C1CCCC1)N1CCC(CO)(Cc2ccccc2Cl)CC1 returned DNMT1 inh 1, NadD inh 3, Neddyl block inactive, STEP inh 1, Scp1 inh -3, LMPTP inh -1.0, TbMetRS inhib -0.1, CendR NRP1 mod -4, SUMO1-SIM PPI 0 and SKN-1 block 8.
COc1ccc(NS(=O)(=O)c2cccc3nsnc23)cc1Cl was read as DNMT1 inh -1, NadD inh -9, Neddyl block inactive, STEP inh -1, Scp1 inh -12, LMPTP inh -0.1, TbMetRS inhib -0.4, CendR NRP1 mod 4, SUMO1-SIM PPI -27 and SKN-1 block 10.
`COc1ccc(C2Nc3ccccc3C(=O)N2Cc2ccccc2)cc1CSc1ccccn1` (centres undefined) gave DNMT1 inh 2, NadD inh 4, Neddyl block inactive, STEP inh 2, Scp1 inh -4, LMPTP inh 5.3, TbMetRS inhib 0.1, CendR NRP1 mod -5, SUMO1-SIM PPI 2 and SKN-1 block -1.
Screening CC(=O)c1c(C)[nH]c(C(=O)OCc2nnc(-c3ccc([N+](=O)[O-])cc3)o2)c1C returned DNMT1 inh -11, NadD inh -2, Neddyl block inactive, STEP inh 3, Scp1 inh 5, LMPTP inh 2.6, TbMetRS inhib -0.4, CendR NRP1 mod 0, SUMO1-SIM PPI -4 and SKN-1 block -16.
Screening CCC(=O)N1CCCc2cc(S(=O)(=O)N3CCN(c4ncccn4)CC3)ccc21 returned DNMT1 inh 1, NadD inh 0, Neddyl block inactive, STEP inh -1, Scp1 inh 5, LMPTP inh -1.5, TbMetRS inhib -0.7, CendR NRP1 mod -11, SUMO1-SIM PPI -4 and SKN-1 block 10.
CCOc1ccc(NC(=O)c2cccc(NC(=O)c3ccccc3)c2)cc1 was read as DNMT1 inh 3, NadD inh -9, Neddyl block inactive, STEP inh -3, Scp1 inh -10, LMPTP inh -3.7, TbMetRS inhib -0.1, CendR NRP1 mod 11, SUMO1-SIM PPI 2 and SKN-1 block 4.
Screening COc1cccc(CN2CCCCC2C(=O)O)c1 (centres undefined) returned DNMT1 inh 0, NadD inh 6, Neddyl block inactive, STEP inh 0, Scp1 inh -1, LMPTP inh -0.3, TbMetRS inhib 0.5, CendR NRP1 mod 4, SUMO1-SIM PPI 3 and SKN-1 block 4.
For CC1CN(C(=O)c2cc(COc3c(F)cccc3F)on2)CCN1C (centres undefined) the results were DNMT1 inh 3, NadD inh -5, Neddyl block inactive, STEP inh -1, Scp1 inh 1, LMPTP inh -0.1, TbMetRS inhib -0.7, CendR NRP1 mod -2, SUMO1-SIM PPI 0 and SKN-1 block 12.
Screening CCN(c1ccc(F)cc1)S(=O)(=O)c1cccc2nsnc12 returned DNMT1 inh 1, NadD inh -2, Neddyl block inactive, STEP inh 0, Scp1 inh -4, LMPTP inh -0.7, TbMetRS inhib -1.6, CendR NRP1 mod 6, SUMO1-SIM PPI -29 and SKN-1 block 1.
O=C(NNC1=Nc2ccccc2SC1)c1ccc(Cl)cc1 was read as DNMT1 inh 0, NadD inh 8, Neddyl block inactive, STEP inh 4, Scp1 inh -7, LMPTP inh -0.3, TbMetRS inhib 3.9, CendR NRP1 mod -6, SUMO1-SIM PPI 1 and SKN-1 block -5.
Cc1c(C(=O)N(C)Cc2cccc(F)c2)oc2c(Cl)cccc12 was read as DNMT1 inh -1, NadD inh -7, Neddyl block inactive, STEP inh -1, Scp1 inh -2, LMPTP inh 2.3, TbMetRS inhib -0.2, CendR NRP1 mod -3, SUMO1-SIM PPI 2 and SKN-1 block 6.
CCOc1ccc(CCNC(=O)c2ccc(CS(=O)Cc3ccc(Cl)cc3)o2)cc1OCC (centres undefined) was read as DNMT1 inh 1, NadD inh 2, Neddyl block inactive, STEP inh 0, Scp1 inh -1, LMPTP inh -0.3, TbMetRS inhib -0.2, CendR NRP1 mod 2, SUMO1-SIM PPI 5 and SKN-1 block 19.
Screening Cc1ccc(C)c2[nH]c(=O)c(CCNS(=O)(=O)c3ccccc3)cc12 returned DNMT1 inh 1, NadD inh -5, Neddyl block inactive, STEP inh 1, Scp1 inh -6, LMPTP inh -0.5, TbMetRS inhib -1.1, CendR NRP1 mod -3, SUMO1-SIM PPI 2 and SKN-1 block 4.
For Nc1ncnc(Nc2ccc(S(N)(=O)=O)cc2)n1 the results were DNMT1 inh 0, NadD inh 3, Neddyl block inactive, STEP inh 0, Scp1 inh -8, LMPTP inh 1.0, TbMetRS inhib -0.4, CendR NRP1 mod 11, SUMO1-SIM PPI 4 and SKN-1 block -6.
Screening CN1CCN(c2ccccc2NC(=O)c2ccc(-c3cccc(Cl)c3)o2)CC1 returned DNMT1 inh -8, NadD inh -3, Neddyl block inactive, STEP inh 0, Scp1 inh -7, LMPTP inh 3.9, TbMetRS inhib -0.3, CendR NRP1 mod 5, SUMO1-SIM PPI 4 and SKN-1 block 3.
Screening N#C/C(=C\c1c(N2CCCCCC2)nc2ccccn2c1=O)C(=O)NC1CCS(=O)(=O)C1 (centres undefined) returned DNMT1 inh 3, NadD inh 0, Neddyl block inactive, STEP inh -1, Scp1 inh 1, LMPTP inh -1.4, TbMetRS inhib -1.7, CendR NRP1 mod -31, SUMO1-SIM PPI -4 and SKN-1 block -4.
Screening C[C@@H]1CC2=C(C(=O)OC(C)(C)O2)[C@@H](C2CC2)O1 returned NadD inh -1, Neddyl block inactive, LMPTP inh 1.7, TbMetRS inhib -0.5, CendR NRP1 mod -1, SUMO1-SIM PPI 4 and SKN-1 block -17.
`Cc1ccc(NC(=O)CCn2nnc3ccccc32)c(C)c1` gave DNMT1 inh -1, NadD inh -8, Neddyl block inactive, STEP inh -1, Scp1 inh -6, LMPTP inh 0.1, TbMetRS inhib 0.1, CendR NRP1 mod 4, SUMO1-SIM PPI 0 and SKN-1 block 8.
`O=C(CC1CCCC1)Nc1ccc(Cl)c(S(=O)(=O)N2CCOCC2)c1` gave DNMT1 inh -4, NadD inh 1, Neddyl block inactive, STEP inh -2, Scp1 inh -7, LMPTP inh 0.1, TbMetRS inhib -0.3, CendR NRP1 mod 9, SUMO1-SIM PPI 5 and SKN-1 block -7.
For C#CCNC(=O)C1=C[C@@H](C2CC2)[C@H](CCCO)[C@@H](OCC)O1 the results were DNMT1 inh 0, NadD inh -1, Neddyl block inactive, STEP inh 0, Scp1 inh -4, LMPTP inh -1.6, TbMetRS inhib -0.2, CendR NRP1 mod -4, SUMO1-SIM PPI -1 and SKN-1 block 13.
Screening Cn1c2cc(C#N)sc2c2cnn(Cc3ccc(F)cc3)c(=O)c21 returned DNMT1 inh -2, NadD inh 2, Neddyl block inactive, STEP inh 0, Scp1 inh -8, LMPTP inh -0.2, TbMetRS inhib -0.1, CendR NRP1 mod -9, SUMO1-SIM PPI 0 and SKN-1 block 16.
Screening C[C@@H]1CN([C@H](C)CO)C(=O)c2cc(Br)cnc2O[C@@H]1CN(C)Cc1cncnc1 returned DNMT1 inh -2, NadD inh -5, Neddyl block inactive, STEP inh 0, LMPTP inh -1.4, TbMetRS inhib -1.9, CendR NRP1 mod -1, SUMO1-SIM PPI 3 and SKN-1 block -1.
Screening Cc1ccc(Cl)c(OCCCCN(C)Cc2ccccc2)c1 returned DNMT1 inh 1, NadD inh -1, Neddyl block inactive, STEP inh 3, Scp1 inh -2, LMPTP inh -0.9, TbMetRS inhib -0.1, CendR NRP1 mod 4, SUMO1-SIM PPI 29 and SKN-1 block 13.
Screening CCOc1cc(/C=C(/NC(C)=O)C(=O)O)cc(Cl)c1OCc1ccc(Br)cc1 returned DNMT1 inh -5, NadD inh -5, Neddyl block inactive, STEP inh -3, Scp1 inh -14, LMPTP inh 0.2, TbMetRS inhib -0.1, CendR NRP1 mod -15, SUMO1-SIM PPI -4 and SKN-1 block 2.
O=C(CCCC(=O)NCC1CCCO1)NCC1CCCO1 (centres undefined) was read as DNMT1 inh 0, NadD inh 5, Neddyl block inactive, STEP inh -2, Scp1 inh -6, LMPTP inh -0.7, TbMetRS inhib -0.6, CendR NRP1 mod 26*, SUMO1-SIM PPI -2 and SKN-1 block 15.
